Source: PubChem (several laboratories)
RGS4-Gao reg: modulates binding of RGS4 to human Galphao. binding response (% of control), % at 10 µM. P09471. 220,000 tested, 0.33% active. Multiplexed bead flow cytometry; actives lie on both sides; in the data active = binding response below about 49% or above about 150%; inactive = in between;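 also: fluorescent Galphao activated with aluminum fluoride binding bead-coupled RGS4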
Bim-Bfl-1: human Bim-Bfl-1 interaction inhibition; Q16548; 190,000 tested, 0.12% active; Bead-based flow cytometry, Bim-Bfl-1 binding inhibition; AID 1008; inhibition, % at 10 µM;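 also: 0% = wells without compound plus tracer and 100% = blocker peptide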
GSH bead fluor: GSH bead compound fluorescence profile. GSH beads flow cytometry, compound fluorescence 488/530 nm; active compounds read high. fluorescence (KMESF) at 10 µM. 190,000 tested, 0.25% active; in the data active = fluorescence above about 89;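 also: glutathione beads carrying GST-tagged Bcl family fusion proteins plus one bare bead set; values are compound well signal with DMSO vehicle wells as background; inactives centre near 16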
Bim-Bcl-B: disrupts Bim peptide binding to human Bcl-B; bead-based flow cytometry; inhibition, % at 10 µM; 190,000 tested, 0.073% active;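 also: 0% = tracer peptide without compound and 100% = reference inhibitor peptide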
Target sequence (Q9HD36 whole entry, looked up): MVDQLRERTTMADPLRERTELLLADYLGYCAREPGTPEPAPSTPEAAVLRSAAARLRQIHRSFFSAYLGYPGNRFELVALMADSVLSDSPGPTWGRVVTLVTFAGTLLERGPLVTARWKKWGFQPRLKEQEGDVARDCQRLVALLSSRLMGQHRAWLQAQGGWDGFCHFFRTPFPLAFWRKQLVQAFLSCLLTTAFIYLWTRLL
Bim-Bcl-2: human Bim-Bcl-2 interaction inhibition; Bead-based flow cytometry, Bim peptide-Bcl-2 binding; inhibition, % at 10 µM; 190,000 tested, 0.06% active; in the data active = inhibition above about 40%; inconclusive = no clear call, values can overlap the other calls;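 also: 0% = no compound wells with probe peptide and 100% = reference peptide inhibitor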
Bcl-XL Bim block: inhibitors of Bim-Bcl-XL interaction, human. 190,000 tested, 0.04% active. Q07817. inhibition, % at 10 µM. AID 1007. Bim peptide-Bcl-XL binding, bead flow cytometry, fluorescence
Target sequence (Q07817 whole entry, looked up): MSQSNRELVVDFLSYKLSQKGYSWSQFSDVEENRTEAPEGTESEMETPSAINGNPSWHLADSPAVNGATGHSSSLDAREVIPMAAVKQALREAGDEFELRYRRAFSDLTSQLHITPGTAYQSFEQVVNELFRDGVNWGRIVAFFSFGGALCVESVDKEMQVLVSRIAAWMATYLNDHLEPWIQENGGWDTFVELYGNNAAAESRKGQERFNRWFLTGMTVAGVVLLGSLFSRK
RGS7-Gao: regulators of human RGS7-Galphao interaction | binding response (% of control), % at 10 µM | P09471 | 220,000 tested, 0.35% active | Multiplexed bead flow cytometry, RGS7-Galphao binding; actives lie on both sides; in the data active = binding response below about 49% or above about 150%; inconclusive = no clear call, values can overlap the other calls; inactive = in between;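 also: fluorescent Galphao held in activated GDP-AlF4 state binding bead-coupled RGS7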
Mcl-1 Bim block: human Bim-Mcl-1 interaction inhibition | Q07820 | Bead-based flow cytometry, Bim peptide-Mcl-1 binding | inhibition, % at 10 µM | 190,000 tested, 0.1% active;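 also: 0% = no compound tracer wells and 100% = peptide blocker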
Target sequence (Q07820 whole entry, looked up): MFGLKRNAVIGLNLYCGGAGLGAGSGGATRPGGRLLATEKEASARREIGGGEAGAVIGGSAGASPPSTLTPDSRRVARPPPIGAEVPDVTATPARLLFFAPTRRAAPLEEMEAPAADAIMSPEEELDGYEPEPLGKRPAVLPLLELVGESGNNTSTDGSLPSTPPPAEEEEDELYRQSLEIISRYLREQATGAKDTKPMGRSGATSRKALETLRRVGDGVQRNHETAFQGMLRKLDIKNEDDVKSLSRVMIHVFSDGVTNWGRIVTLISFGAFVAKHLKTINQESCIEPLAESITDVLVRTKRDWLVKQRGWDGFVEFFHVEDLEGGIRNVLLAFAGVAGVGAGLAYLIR
Bcl-W Bim block: human Bim-Bcl-W interaction inhibition | 190,000 tested, 0.02% active | bead-based flow cytometry, Bim peptide-Bcl-W binding | Q92843 | inhibition, % at 10 µM;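 also: 0% = bound tracer without compound and 100% = peptide blocker; higher means less fluorescent Bim peptide bound to Bcl-W beads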
RGS8-Gao reg: human RGS8-Galphao interaction regulation; 220,000 tested, 0.34% active; response (percent of control binding), % at 10 µM; multiplexed bead flow cytometry, RGS8-Galphao binding; actives lie on both sides; AID 1423; in the data active = response below about 60% or above about 140%; inactive = in between;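 also: Galphao activated as the GDP aluminium fluoride complex binding bead-coupled RGS8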
Mcl1-Bid inh: disrupts binding of human Mcl-1 to Bid peptide; TR-FRET Mcl-1/Bid-Dy647 peptide binding, 1536-well; inhibition, % at 21.7 µM; 220,000 tested, 0.97% active; AID 1021;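 active = compounds that cut the binding signal by more than half at the single screening dose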;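 also: His-tagged Mcl-1 with europium anti-His antibody binding Bid BH3 peptide; 0% = Mcl-1 plus peptide wells and 100% = peptide-only wells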
The depositor's hits bear a star; u = inconclusive. Rule as the data show it, unless noted: active = inhibition above about 40%.

1) COc1ccc2c(c1)c1nnc(SCC(=O)N3CCCCC3C)nc1n2C (configuration not stated)
2) COc1ccc(CCC(=O)Nc2cc(S(C)(=O)=O)ccc2Cl)cc1
3) Cc1cc(NC(=O)CSc2nc3ccccc3n2CC(=O)N2CCC(C)CC2)no1
4) COc1cc(CNc2ccccc2Oc2cc(=O)n(C)c(=O)n2C)cc(OC)c1OC
5) O=C(Nc1cccc(C(=O)O)c1)/C(=C/c1ccc([N+](=O)[O-])cc1)NC(=O)c1ccccc1
6) Nc1nc(-c2ccccc2)c(C(=O)Nc2ccccc2)s1
7) C=CCSc1nnc(CCCCCN2C(=O)c3cccc4cccc(c34)C2=O)o1
8) COc1ccccc1OCC(=O)OCC(=O)NCCN1C(=O)CSC1=O

screen / no.	1	2	3	4	5	6	7	8
RGS4-Gao reg	103	96	98	99	100	105	96	97
RGS7-Gao	101	94	100	99	98	108	93	94
Bim-Bcl-B	5	-1	-1	-2	-2	-3	-8	0
GSH bead fluor	29	16	21	22	23	15	5	13
Bim-Bfl-1	-8	-4	1	0	-6	-4	-1	1
Bcl-W Bim block	7	0	-2	-2	-3	0	-3	2
Mcl1-Bid inh	-1	-10	6	-32	-29	-11	-27	-45
Mcl-1 Bim block	6	-1	-2	0	-2	1	-4	0
Bcl-XL Bim block	6	0	-4	-3	-2	-3	-6	0
RGS8-Gao reg	103	98	90	101	101	102	98	100
Bim-Bcl-2	-4	-1	2	-2	-7	0	-6	1

9) CCOC(=O)N1CCN(C(=O)c2ccc3c(=O)n(Cc4ccc(Cl)cc4)c(=S)[nH]c3c2)CC1
10) Cc1ccc(NC(=O)c2cc3c(s2)CCC3)cc1S(=O)(=O)N1CCOCC1
11) COc1cc(-c2nc(-c3cccc(C(F)(F)F)c3)no2)cc(OC)c1OC
12) CCCCOc1ccccc1P(=O)(O)CP(=O)(c1ccccc1)c1ccccc1
13) O=C(Nc1ccon1)c1ccc(N2CCCCC2)c([N+](=O)[O-])c1
14) CC(=O)NCC1CCCN(Cc2cn(-c3ccccc3F)nc2-c2cc(C)sc2C)C1 (configuration not stated)
15) CCOC(=O)C1(Cc2cccc(F)c2)CCN(Cc2ccon2)CC1
16) COc1ccc(-n2c(Cc3cccn3C)nnc2SCC(=O)Nc2ccc(C(C)=O)cc2)cc1

screen / no.	9	10	11	12	13	14	15	16
RGS4-Gao reg	102	100	104	105	100	105	99	97
RGS7-Gao	100	100	104	102	99	107	97	96
Bim-Bcl-B	6	-4	-10	-13	-5	-7	-6	-7
GSH bead fluor	27	11	42	42	19	14	18	13
Bim-Bfl-1	11	-1	-7	-16	-5	-9	-4	-12
Bcl-W Bim block	9	-8	3	0	0	0	-1	1
Mcl1-Bid inh	-17	7	0	-11	2	-64	-15	-40
Mcl-1 Bim block	9	-19	0	-4	0	-2	-4	-1
Bcl-XL Bim block	10	-6	-10	-3	-2	-4	0	-2
RGS8-Gao reg	95	102	107	105	101	104	102	101
Bim-Bcl-2	4	-1	-9	-11	-6	-5	2	-8

17) O=C(CSc1nc(O)c(C2CCCCC2)c(=O)[nH]1)NCC1CCCO1 (configuration not stated)
18) Cc1nnn(C23CC4CC(CC(C4)C2)C3)n1
19) Cc1cc(OCCCn2ccnc2)cc(C)c1Cl
20) CC(=O)c1cccc(NC(=O)NCc2ccco2)c1
21) Cc1cc2c(s1)c1cnn(CC(=O)NCCc3ccccc3)c(=O)c1n2C
22) COc1ccc2oc(-c3ccc(C)c(NC(=O)c4ccc(N5CCOCC5)c([N+](=O)[O-])c4)c3)nc2c1
23) O=S(=O)(c1ccc(-c2nnc(SCc3nnc(-c4ccccc4)o3)o2)cc1)N1CCCC1
24) Cc1ccc(N2CC(C(=O)N/N=C/c3cccc([N+](=O)[O-])c3)CC2=O)cc1 (configuration not stated)

screen / no.	17	18	19	20	21	22	23	24
RGS4-Gao reg	114	104	102	95	100	107	98	102
RGS7-Gao	114	100	105	100	101	109	99	101
Bim-Bcl-B	-4	-4	-5	-2	-3	-1	-5	-4
GSH bead fluor	17	27	10	12	21	25	9	53
Bim-Bfl-1	-4	0	-10	-4	-13	0	-8	-4
Bcl-W Bim block	-6	-3	7	-2	-2	0	1	-8
Mcl1-Bid inh	-101	-20	-2	-15	10	19	-15	-1
Mcl-1 Bim block	-1	-1	0	-3	0	1	-1	-5
Bcl-XL Bim block	-4	-2	-3	-3	-6	0	0	-5
RGS8-Gao reg	111	99	101	95	100	108	99	98
Bim-Bcl-2	-2	-3	-5	-1	-6	0	-8	-2

25) Cc1n[nH]c(=S)n(NC(=O)/C=C/C(=O)Nn2c(=S)[nH]nc(C)c2=O)c1=O
26) O=C(COC(=O)C1(c2ccccc2F)CCCC1)NC1CCS(=O)(=O)C1 (configuration not stated)
27) CCCc1cc(=O)[nH]c(SCC(=O)N2CCN(S(=O)(=O)c3ccccc3)CC2)n1
28) Cc1cccc(NC(=O)c2cccc(C(F)(F)F)c2)c1
29) CCOC(=O)c1cc(-c2ccccc2)n(CC(=O)Nc2cccc(OC)c2)c1C
30) O=C(CSc1ncc(-c2ccc(F)cc2)[nH]1)Nc1cccc(O)c1
31) Cc1ccccc1-c1nc(-c2ccc(NC(=O)c3ccc(Br)o3)cc2)no1
32) O=C(CCNC(=O)c1ccccc1Cl)Nc1nc2ccccc2s1

screen / no.	25	26	27	28	29	30	31	32
RGS4-Gao reg	105	103	103	99	99	98	95	101
RGS7-Gao	101	104	101	u	100	100	101	101
Bim-Bcl-B	-9	-1	-6	-2	-5	-5	6	-5
GSH bead fluor	13	5	11	15	13	55	50	12
Bim-Bfl-1	-3	-3	-9	-4	-14	-9	8	-6
Bcl-W Bim block	-1	-3	-3	0	-2	3	-2	-3
Mcl1-Bid inh	-43	-1	-14	-25	-16	-44	4	-22
Mcl-1 Bim block	-3	-1	-1	0	-1	4	0	-4
Bcl-XL Bim block	-2	-3	-8	-3	-3	1	0	-5
RGS8-Gao reg	106	102	106	100	101	105	87	102
Bim-Bcl-2	-1	-1	-6	-2	-6	-3	8	-6

33) Cc1cc(C(=O)NC(C)C2CCCO2)no1 (configuration not stated)
34) CCN(CC)C(=O)Cn1cnc2ccccc2c1=O
35) CCN(CC)C(=O)c1ccccc1NC(=O)c1ccccc1
36) O=C(CSc1cccc[n+]1[O-])c1ccc(Cl)cc1
37) O=C(CCN1C(=O)C2C3C=CC(C3)C2C1=O)Nc1c(F)cc(F)cc1Br (configuration not stated)
38) COc1c(C)cccc1C(=O)Nc1cc(Cl)ccc1N1CCOCC1
39) O=C(NCc1ccccc1)NC(O)C(Cl)(Cl)Cl (configuration not stated)
40) COC(=O)c1ccc(COc2ccc3c(C)c(C)c(=O)oc3c2)o1

screen / no.	33	34	35	36	37	38	39	40
RGS4-Gao reg	82	97	100	104	101	105	101	101
RGS7-Gao	85	96	99	106	96	105	103	101
Bim-Bcl-B	-2	-6	-1	-3	-5	-10	-2	-2
GSH bead fluor	15	26	14	25	31	9	12	11
Bim-Bfl-1	-4	-15	-3	-5	-12	-13	-4	-8
Bcl-W Bim block	0	-1	1	-2	0	-1	-1	4
Mcl1-Bid inh	-34	13	-18	-38	-17	8	-4	-13
Mcl-1 Bim block	1	0	0	0	0	-1	1	-2
Bcl-XL Bim block	0	-5	0	-2	-2	-4	-2	-1
RGS8-Gao reg	93	97	102	100	99	101	103	100
Bim-Bcl-2	0	-7	0	-3	-8	-14	-4	-11

41) Cc1cccc(NC2=Nc3ccccc3N3C2=Nc2c(c(C)nn2-c2ccccc2)C3c2ccc(O)c(O)c2)c1 (configuration not stated)
42) CCC1(C)Cc2c(sc3c2c(=O)n(C)c2nnc(SCCc4ccccc4)n32)CO1 (configuration not stated)
43) Cc1nn(-c2ccc(F)cc2)c2sc(C(=O)OCC(=O)N3CCC(C)CC3)cc12
44) CCOC(=O)CNC(=O)C12CC3CC(CC(C3)C1)C2
45) CCCC(=O)Nc1sc(Cc2ccccc2)c(C)c1C(N)=O

screen / no.	41	42	43	44	45
RGS4-Gao reg	102	99	96	102	97
RGS7-Gao	101	101	96	u	113
Bim-Bcl-B	-3	-7	0	-3	-41
GSH bead fluor	8	22	52	19	17
Bim-Bfl-1	3	-2	-3	-4	16
Bcl-W Bim block	4	-3	0	2	3
Mcl1-Bid inh	-29	-8	-12	-6	-6
Mcl-1 Bim block	4	-2	1	0	-4
Bcl-XL Bim block	5	-3	1	-1	-2
RGS8-Gao reg	99	99	100	93	90
Bim-Bcl-2	1	0	0	0	2

Reformatted: entries from further up.
nr | SMILES | RGS4-Gao reg | RGS7-Gao | Bim-Bcl-B | GSH bead fluor | Bim-Bfl-1 | Bcl-W Bim block | Mcl1-Bid inh | Mcl-1 Bim block | Bcl-XL Bim block | RGS8-Gao reg | Bim-Bcl-2
25 | Cc1n[nH]c(=S)n(NC(=O)/C=C/C(=O)Nn2c(=S)[nH]nc(C)c2=O)c1=O | 105 | 101 | -9 | 13 | -3 | -1 | -43 | -3 | -2 | 106 | -1
26 | O=C(COC(=O)C1(c2ccccc2F)CCCC1)NC1CCS(=O)(=O)C1 (configuration not stated) | 103 | 104 | -1 | 5 | -3 | -3 | -1 | -1 | -3 | 102 | -1
27 | CCCc1cc(=O)[nH]c(SCC(=O)N2CCN(S(=O)(=O)c3ccccc3)CC2)n1 | 103 | 101 | -6 | 11 | -9 | -3 | -14 | -1 | -8 | 106 | -6
28 | Cc1cccc(NC(=O)c2cccc(C(F)(F)F)c2)c1 | 99 | u | -2 | 15 | -4 | 0 | -25 | 0 | -3 | 100 | -2
29 | CCOC(=O)c1cc(-c2ccccc2)n(CC(=O)Nc2cccc(OC)c2)c1C | 99 | 100 | -5 | 13 | -14 | -2 | -16 | -1 | -3 | 101 | -6
30 | O=C(CSc1ncc(-c2ccc(F)cc2)[nH]1)Nc1cccc(O)c1 | 98 | 100 | -5 | 55 | -9 | 3 | -44 | 4 | 1 | 105 | -3
31 | Cc1ccccc1-c1nc(-c2ccc(NC(=O)c3ccc(Br)o3)cc2)no1 | 95 | 101 | 6 | 50 | 8 | -2 | 4 | 0 | 0 | 87 | 8
32 | O=C(CCNC(=O)c1ccccc1Cl)Nc1nc2ccccc2s1 | 101 | 101 | -5 | 12 | -6 | -3 | -22 | -4 | -5 | 102 | -6
